Source: PubChem BioAssay
Cav32 inh: blocks human Cav3.2 T-type calcium channel. O95180. Cav3.2-expressing cells, Fluo-4 calcium fluorescence FDSS; hits give low values. B-score at 10 µM. 4% of 100,000 active;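 active means single-dose well whose peak fluorescence ratio is a statistical outlier from its plate by either plate-standardised score or position-corrected B-score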
Target sequence (O95180 whole entry, looked up): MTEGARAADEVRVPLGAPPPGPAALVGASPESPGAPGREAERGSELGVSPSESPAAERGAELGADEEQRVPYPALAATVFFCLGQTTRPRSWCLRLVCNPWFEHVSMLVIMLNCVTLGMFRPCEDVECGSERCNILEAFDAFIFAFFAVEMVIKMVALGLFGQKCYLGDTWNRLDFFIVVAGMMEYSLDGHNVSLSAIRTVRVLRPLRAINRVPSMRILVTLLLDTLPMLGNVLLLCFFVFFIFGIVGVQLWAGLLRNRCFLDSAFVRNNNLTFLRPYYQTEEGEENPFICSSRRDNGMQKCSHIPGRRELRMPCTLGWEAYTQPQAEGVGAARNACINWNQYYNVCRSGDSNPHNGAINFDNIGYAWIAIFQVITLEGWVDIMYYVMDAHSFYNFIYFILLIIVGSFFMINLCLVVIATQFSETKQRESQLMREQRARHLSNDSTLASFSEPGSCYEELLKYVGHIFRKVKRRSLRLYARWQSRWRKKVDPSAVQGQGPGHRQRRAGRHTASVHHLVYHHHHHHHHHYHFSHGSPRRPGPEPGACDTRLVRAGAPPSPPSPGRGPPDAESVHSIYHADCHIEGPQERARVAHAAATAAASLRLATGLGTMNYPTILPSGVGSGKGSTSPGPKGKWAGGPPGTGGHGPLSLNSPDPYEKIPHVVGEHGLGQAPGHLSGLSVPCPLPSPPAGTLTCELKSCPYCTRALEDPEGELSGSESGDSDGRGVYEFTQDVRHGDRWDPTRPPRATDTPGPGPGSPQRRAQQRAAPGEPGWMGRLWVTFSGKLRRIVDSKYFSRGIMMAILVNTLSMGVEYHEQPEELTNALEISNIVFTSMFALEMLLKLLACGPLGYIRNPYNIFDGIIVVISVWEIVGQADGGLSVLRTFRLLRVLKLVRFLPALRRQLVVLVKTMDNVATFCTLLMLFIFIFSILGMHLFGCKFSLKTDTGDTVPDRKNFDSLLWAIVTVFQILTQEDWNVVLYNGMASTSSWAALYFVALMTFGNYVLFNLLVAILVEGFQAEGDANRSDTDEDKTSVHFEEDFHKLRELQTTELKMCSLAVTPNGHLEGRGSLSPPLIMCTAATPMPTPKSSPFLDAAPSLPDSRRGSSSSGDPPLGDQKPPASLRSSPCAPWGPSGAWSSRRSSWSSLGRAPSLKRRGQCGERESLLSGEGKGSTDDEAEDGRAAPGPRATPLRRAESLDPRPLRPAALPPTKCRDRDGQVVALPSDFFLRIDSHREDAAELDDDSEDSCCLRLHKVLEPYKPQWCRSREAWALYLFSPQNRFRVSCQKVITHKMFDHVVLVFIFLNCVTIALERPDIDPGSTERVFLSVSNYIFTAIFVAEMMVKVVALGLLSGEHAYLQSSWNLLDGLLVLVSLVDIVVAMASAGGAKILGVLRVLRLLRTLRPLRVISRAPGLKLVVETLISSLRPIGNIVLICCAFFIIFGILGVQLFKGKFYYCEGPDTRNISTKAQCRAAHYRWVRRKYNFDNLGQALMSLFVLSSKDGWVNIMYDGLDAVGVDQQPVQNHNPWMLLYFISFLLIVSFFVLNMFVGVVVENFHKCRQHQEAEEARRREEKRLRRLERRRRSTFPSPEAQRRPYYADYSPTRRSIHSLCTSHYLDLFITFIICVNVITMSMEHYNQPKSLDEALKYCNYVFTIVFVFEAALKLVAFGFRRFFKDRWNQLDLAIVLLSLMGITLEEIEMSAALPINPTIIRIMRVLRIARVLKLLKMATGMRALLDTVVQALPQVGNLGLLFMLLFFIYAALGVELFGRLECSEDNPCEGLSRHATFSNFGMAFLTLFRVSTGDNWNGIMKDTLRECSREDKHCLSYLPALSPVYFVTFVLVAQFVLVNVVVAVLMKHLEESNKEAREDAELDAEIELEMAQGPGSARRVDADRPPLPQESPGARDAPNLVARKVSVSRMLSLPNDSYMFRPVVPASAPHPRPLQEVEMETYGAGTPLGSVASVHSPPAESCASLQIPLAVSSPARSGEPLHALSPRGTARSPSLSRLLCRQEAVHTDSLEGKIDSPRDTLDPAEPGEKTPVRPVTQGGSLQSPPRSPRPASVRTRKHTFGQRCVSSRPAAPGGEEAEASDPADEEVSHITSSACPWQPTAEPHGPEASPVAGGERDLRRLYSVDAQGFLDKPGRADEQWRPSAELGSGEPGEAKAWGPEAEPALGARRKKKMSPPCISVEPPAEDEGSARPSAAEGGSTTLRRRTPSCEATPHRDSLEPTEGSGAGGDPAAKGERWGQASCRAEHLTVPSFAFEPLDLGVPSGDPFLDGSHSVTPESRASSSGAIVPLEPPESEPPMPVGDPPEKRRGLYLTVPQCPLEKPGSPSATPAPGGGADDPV
* hit, by the source's call. This is a subset; rates above refer to the full screens.

SMILES	Cav32 inh
CCn1nnc(NC(=O)C(C)Oc2ccc(Cl)cc2Cl)n1 (stereo not given)	-0.051
CCOC(=O)CN1C(=O)N[C@@H](c2ccccc2)C(C(=O)OC)=C1C	1.4
Cc1[nH]n(C(C)(C)C)c(=O)c1Sc1ccc(Cl)cc1	-0.89
CCc1c(C)c2c(C)nn(-c3ccccc3)c2[nH]c1=O	-1.2
CCOc1ccc(OCC)c(NC(=O)C2CCN(S(=O)(=O)c3c(C)noc3C)CC2)c1	1.1
O=C(CSc1nnc(CN2CCOCC2)n1-c1ccc(Cl)cc1)Nc1ccc2c(c1)OCO2	-0.15
O=C(CSCc1ccc(F)cc1)NC1CCCC1	-0.054
COc1cccc(C2=NOC(C(=O)Nc3cccc(C(C)=O)c3)C2)c1 (stereo not given)	0.0043
CCS(=O)(=O)c1nc2ccccc2n1Cc1ccccc1Cl	-3.2
CCOC(=O)Cn1c2c(c(=N)c3c1CCC3)CCC2	-0.73
COc1ccccc1Nc1nc(N)nc(CSCCO)n1	-0.008
Cc1c(C(=O)O)sc2ncnc(N3CCCCC3C)c12 (stereo not given)	1
Cc1cc(NC(=O)CSc2ccc3nnc(-c4ccc(F)cc4)n3n2)no1	-0.0069
CCCCN(C)CCNC(=O)Cn1c(=O)sc2ccccc21	-0.079
COc1ccc2cc(S(=O)(=O)N3CCN(C)CC3)ccc2c1	-0.14
O=C(NC1CCCCC1)N(Cc1ccc(F)cc1)Cc1nc2ccccc2c(=O)[nH]1	-0.62
O=C(CSc1nc2ccccc2c(=O)n1Cc1ccccc1)NCc1ccco1	0.19
COc1cccc(Nc2cc(N3CCOCC3)c3nonc3c2[N+](=O)[O-])c1	1.6
Cc1nnc(NC(=O)c2ccccc2F)s1	-0.064
CC(C)CC(NC(=O)c1ccco1)C(=O)Nc1ccc2c(c1)OCCO2 (stereo not given)	1.5
CC(C)CNC(=S)NNC(=O)c1csc2c1CCC(C)C2 (stereo not given)	-0.42
Cc1cc(C)cc(SCc2noc(C(=O)NC(C)C)c2C(=O)O)c1	0.025
CC1CCc2nn(CC(=O)NC3CCCC(C)C3C)cc2C1 (stereo not given)	-0.76
CC(C)(C)C(=O)Nc1nnc(CSCc2ccccc2F)s1	-0.099
CCC(=O)Nc1ccc(NC(=O)CSc2nnc(C(C)C)n2C)cc1	0.096
COc1cc(NC(=O)C2CC2)c(C(=O)O)cc1OC	0.4
O=C(NCCCN1CCN(c2cccc(Cl)c2)CC1)c1cccc(N2CCCC2=O)c1	1.1
O=C(Nc1ccccc1)N1CCC(c2ccccc2)C1 (stereo not given)	-0.55
O=C(COC(=O)c1cccs1)c1ccc2ccccc2c1	-0.96
COc1ccccc1OCC(=O)NCCc1nc2ccccc2[nH]1	0.63
Cc1cccc2cc(CN(Cc3ccc(F)cc3)C(=O)N3CCOCC3)c(=O)[nH]c12	0.54
OCc1ccccc1N=c1ssnc1Cl	-0.29
O=C(NCc1ccco1)c1ccc2c(c1)C(=O)N(C1CCCCC1)C2=O	-1.5
CCSc1nnc([C@@H]2CCCN2C(=O)OC(C)(C)C)o1	1.3
Cc1cccc(N(CC(=O)N2CCOCC2)S(C)(=O)=O)c1	0.33
CCOC(=O)C1=C(CSc2nnnn2C)N(C)C(=O)NC1c1ccccc1 (stereo not given)	1.9
C=CCSc1nnc(NC(=O)CSc2nnc(C)s2)s1	0.18
Fc1cccc(Cl)c1-c1nnc2ccc(N3CCOCC3)nn12	0.55
O=C(NCC1CC1)C1CCCN(S(=O)(=O)c2ccc(-n3cnnn3)cc2)C1 (stereo not given)	1.4
COc1ccc(NC(=O)CC2C(=O)N(c3cccc(OC)c3)C(=O)N2C(C)C)cc1 (stereo not given)	-0.068
O=C1NN(c2ccccc2)C(=O)C2C3C=CC(C4CC34)C12 (stereo not given)	0.53
CCOc1ccc(C2CC(c3cccc(Cl)c3)n3nc(N)nc3N2)cc1 (stereo not given)	-3.1
COc1ccccc1C(=O)CSc1n[nH]c(N)n1	0.86
CC(C)Oc1ccc(C2c3c(oc4ccccc4c3=O)C(=O)N2CCCN2CCOCC2)cc1 (stereo not given)	0.63
CCN(CC)c1ccc(C2N(C(=O)N3CCOCC3)CCN2S(=O)(=O)c2ccc(C)cc2)cc1 (stereo not given)	-4.1*

Reformatted in markdown: part of the list above.
| SMILES | Cav32 inh |
| --- | --- |
| CCSc1nnc([C@@H]2CCCN2C(=O)OC(C)(C)C)o1 | 1.3 |
| Cc1cccc(N(CC(=O)N2CCOCC2)S(C)(=O)=O)c1 | 0.33 |
| CCOC(=O)C1=C(CSc2nnnn2C)N(C)C(=O)NC1c1ccccc1 (stereo not given) | 1.9 |
| C=CCSc1nnc(NC(=O)CSc2nnc(C)s2)s1 | 0.18 |
| Fc1cccc(Cl)c1-c1nnc2ccc(N3CCOCC3)nn12 | 0.55 |
| O=C(NCC1CC1)C1CCCN(S(=O)(=O)c2ccc(-n3cnnn3)cc2)C1 (stereo not given) | 1.4 |

Later entries.
SMILES	Cav32 inh
CCOC(=O)Cn1c(=O)oc2cc(S(=O)(=O)Nc3ccc(N(CC)CC)cc3C)ccc21	-2.6
O=C(NCc1cccnc1)c1ccc(Cl)c(Cl)c1	0.089
CCOC(=O)C(=O)/C(C#N)=C/Nc1ccccc1	0.045
N#C/C(=C/c1ccc(Cl)cc1)NC(=O)c1ccccc1	-0.23
COC(=O)c1ccccc1NC(=O)CSc1nnc(C(C)NC(=O)c2ccc(Cl)cc2Cl)n1C (stereo not given)	0.13
O=C(Nc1ccc(Br)cc1)C1CCCN1S(=O)(=O)c1cccs1 (stereo not given)	-0.64
CCC(C)(C)NCC(=O)Nc1ccc(OC(F)(F)F)cc1	-0.35
CCOC(=O)C1CCCN(Cc2nc(N)nc(Nc3ccc(OC)cc3)n2)C1 (stereo not given)	1.6
CCCS(=O)(=O)N1CCCC(C(=O)NCCCOC(C)C)C1 (stereo not given)	-0.21
O=C(COc1ccc(Br)cc1CO)Nc1ccc(F)cc1	-1.5
COc1ccc(CCNC(=O)C2CCN(c3nn4c(=O)cc(C)nc4s3)CC2)cc1OC	0.35
CC(=O)N1CCc2cc(S(=O)(=O)N3c4ccccc4CC3C)ccc21 (stereo not given)	-2.3
COc1ccc(-n2c(C)nc(=O)c(-c3ccccc3)c2C)cc1	-0.018
CSc1nc2ccc(S(=O)(=O)N3CCOCC3)cc2s1	-0.91
Cc1ccc(-c2noc(-c3ccccc3C(=O)N3CCCC3)n2)cc1	-1

Filtered by structure, the entries above containing fluorine.
SMILES	Cav32 inh
O=C(CSCc1ccc(F)cc1)NC1CCCC1	-0.054
Cc1cc(NC(=O)CSc2ccc3nnc(-c4ccc(F)cc4)n3n2)no1	-0.0069
O=C(NC1CCCCC1)N(Cc1ccc(F)cc1)Cc1nc2ccccc2c(=O)[nH]1	-0.62
Cc1nnc(NC(=O)c2ccccc2F)s1	-0.064
CC(C)(C)C(=O)Nc1nnc(CSCc2ccccc2F)s1	-0.099
Cc1cccc2cc(CN(Cc3ccc(F)cc3)C(=O)N3CCOCC3)c(=O)[nH]c12	0.54
Fc1cccc(Cl)c1-c1nnc2ccc(N3CCOCC3)nn12	0.55
CCC(C)(C)NCC(=O)Nc1ccc(OC(F)(F)F)cc1	-0.35
O=C(COc1ccc(Br)cc1CO)Nc1ccc(F)cc1	-1.5

(listing goes on)
SMILES	Cav32 inh
Clc1cc(NCc2cccs2)ccc1N1CCOCC1	-1.3
CC#CCNCc1ccccc1	-0.086
CCCS/C(N)=N/N=C/c1ccccc1O	-0.07
O=C(CC1NC(=O)NC1=O)Nc1ccccc1 (stereo not given)	-0.0058
O=C1CN(C(=O)CCN2CCOCC2)C(c2ccccc2)c2cc(Br)ccc2N1 (stereo not given)	-0.095
CCN=C(NCC)SC1CC(=O)N(c2cccc(OC)c2)C1=O (stereo not given)	-0.28
Brc1ccccc1-c1nc(-c2ccccc2)no1	0.0062
Cc1cccc(OCc2nc(C#N)c(N3CC(C)CC(C)C3)o2)c1 (stereo not given)	-7.3*
O=C1CC(N2CCOCC2)C(=O)N1CCc1ccccc1 (stereo not given)	-0.29
CC(C)(Oc1ccc(Cl)cc1)C(=O)Nc1cccnc1	-0.75
COc1cc(C2c3c(oc4ccccc4c3=O)C(=O)N2Cc2cccnc2)cc(OC)c1OC (stereo not given)	0.81
Cc1nc(CNS(=O)(=O)c2cccc(F)c2)cs1	1.5
Cc1cc(N2CCOCC2)c2c(N)c(C)cc(C)c2n1	0.58
COCCCNCCOCCOc1c(OC)cccc1OC	0.27
O=C(CSc1nc2c(c(=O)n1-c1ccc(Cl)cc1)SCC2)Nc1nccs1	0.34
COc1ccc(-c2nnc(SCC(=O)NCc3cccs3)n2C)cc1	0.42
CNC(=S)N1N=C(c2ccc(C)cc2)CC1c1ccc(Br)cc1 (stereo not given)	-6.3*
CCOCCN(C=O)c1cccc(OC)c1	-0.15
Cc1sc2nc(CN(C(=O)NC3CCCCC3)C3CCCCC3)[nH]c(=O)c2c1C	0.71
Cc1nn(-c2ccccc2)c(C)c1C(=O)OCC(=O)Nc1ccc2c(c1)OCO2	-1.1
COc1cc2c(cc1OC)-c1nnc(C)n1C(C)(C)C2	-0.26
CCN=c1scc(C)n1/N=C/c1ccsc1	-0.86
O=C(NCc1ccccc1)C12CN(Cc3ccccc3)CC1C(c1ccc([N+](=O)[O-])cc1)=NO2 (stereo not given)	-1.8
N/C(=N\c1nc2c(c(=O)[nH]1)CCC2)Nc1cccc2ccccc12	-0.00023
O=C(CSc1nnnn1-c1ccc2c(c1)CCC2)Nc1ccc2c(c1)OCCO2	-2.9
NC(=O)CSCc1ccc(Br)cc1	0.47
CCn1c(=O)cc(SCC(=O)N2CCN(C3CCCCC3)CC2)c2ccccc21	1.7
O=S(=O)(c1ccc(Br)cc1)N1CCN(c2cc(-c3ccccc3)nc3ncnn23)CC1	-0.17
CCOC(=O)c1ccc(NC(=O)N2CCN(CCc3ccccc3)CC2)cc1	-0.21
CCOC(=O)C1CCCN(CC(=O)/C=C2/N(C)c3ccccc3C2(C)C)C1 (stereo not given)	-0.26

Next part, starting with the last 4 of the part before.
SMILES	Cav32 inh
CCn1c(=O)cc(SCC(=O)N2CCN(C3CCCCC3)CC2)c2ccccc21	1.7
O=S(=O)(c1ccc(Br)cc1)N1CCN(c2cc(-c3ccccc3)nc3ncnn23)CC1	-0.17
CCOC(=O)c1ccc(NC(=O)N2CCN(CCc3ccccc3)CC2)cc1	-0.21
CCOC(=O)C1CCCN(CC(=O)/C=C2/N(C)c3ccccc3C2(C)C)C1 (stereo not given)	-0.26
c1ccc(Nc2ncnc3c2oc2ccccc23)cc1	-0.64
CC(C)CCOC(=O)/C(=C/c1ccco1)NC(=O)/C=C/c1ccccc1	-5.8*
COC(=O)c1c(O)c2c([nH]c1=O)CCCC2	0.56
Cc1ccc(N=C2NC(=O)C(CC(=O)O)S2)cc1 (stereo not given)	0.72
O=C(NC1CCCCC1)n1c(=O)oc2ccc(Cl)cc21	-0.073
CN1CCN(CC(=O)N2c3ccccc3C(C)(c3ccccc3)CC2(C)C)CC1 (stereo not given)	-0.0076
O=C(CSc1cccc[n+]1[O-])c1cc2ccccc2o1	-0.0058
CCOc1ccccc1NC(=O)N1CCC(NC(=O)c2cccc(C)c2)CC1	-0.24
O=C(Nc1nnc(C2CC2)s1)c1ccccn1	-0.7
CC1(C)CC(=O)c2cc(C(=O)N3CCCC(C)(C)C3)c(=O)n(-c3ccccc3)c2C1	1.7
COc1ccc(NC(=O)CN2C(=O)c3cccc4cccc2c34)cc1OC	0.33
Cn1c(SCC(=O)NNC(=O)Cc2ccccc2)nnc1-c1ccc(Cl)cc1	0.095
CCOc1ccc(CCNC(=O)CCc2c(C)nc3ncnn3c2C)cc1OCC	-0.056
Cc1ccc(N2CC(C(=O)Nc3ccc4c(c3)OCO4)CC2=O)cc1 (stereo not given)	-0.33
CCN(CC)CC(=O)Nc1c(C)cc(C(C)(C)C)cc1C	0.059
COc1ccc(-c2nnc(SCC(=O)Nc3cc(F)ccc3C)o2)cc1	-5.6*
CC[C@H](C)/C=C/C1=CC2=C(Cl)C(=O)[C@@]3(C)OC(=O)C(C(=O)[C@H](C)[C@@H](C)O)=C3C2=CO1	-0.39
COc1ccccc1-n1c(C)nnc1SCC(=O)Nc1cc(C)cc(C)c1	0.38
O=C(Cn1cnc2c(nnn2Cc2ccc(Cl)cc2)c1=O)NCC1CCCO1 (stereo not given)	0.98
CCOC(=O)Cn1cnc([N+](=O)[O-])n1	-0.35
CCOC(=O)C1=C(N)Oc2ccc3ccccc3c2C1c1cccnc1 (stereo not given)	-0.84
CCCCN(CC)C(=O)Cn1c(=O)sc2ccccc21	0.0028
Cc1ccc(C(C)C)c(OCc2nnc(SCC(=O)Nc3ncc(C)s3)n2C)c1	-0.033
CC1=C(C(N)=O)C(c2ccccn2)n2nc(SCc3ccccc3)nc2N1 (stereo not given)	0.092
O=c1c2c3c(sc2nc2n1CCCC2)CCCC3	0.42
CCOc1ccccc1C(=O)Nc1nncs1	-0.37
O=C(CSc1nc2ccccc2s1)Nn1cnnc1	-0.26
CCOC(=O)C1CCN(c2c(C(=O)c3ccccc3)cnc3ccc(CC)cc23)CC1	-1.4
CC(=O)NC(CC(=O)Nc1ccc(S(=O)(=O)N2CCCCC2)cc1)c1ccccc1 (stereo not given)	-0.28
CCn1c(SCC(=O)NC(C)(C)C)nnc1-c1ccoc1C	2.2
Cc1ccc2nc(NC(=O)c3ccc(Cl)s3)sc2c1	1.3
C=CCc1ccc(O)c(-c2ccc(O)c(CC=C)c2)c1	-5.4*
COc1cc(/C=C2/C(=N)N3OC(C)=CC3=NC2=O)ccc1OCCOc1ccc(C)cc1	-0.041
O=C(O)CCCCCNCc1ccncc1	0.15
N#Cc1sc2nc(-c3ccccc3)cc(-c3ccco3)c2c1N	-0.63
CCCn1c(=O)[nH]c(=O)c2c1nc(-c1ccc(OC(F)F)cc1)n2CCN1CCOCC1	0.094
CC1CCCCN1C(=O)N[C@@H](Cc1ccccc1)C(=O)O (stereo not given in full)	0.28
Cc1noc(C)c1COC(=O)c1ccccc1Oc1ccccc1	-2.8
O=C(NCC1c2ccccc2CCN1C(=O)CN1C(=O)c2ccccc2C1=O)C1CCCCC1 (stereo not given)	1
CCCCc1cc(=O)oc2cc(C)c(CN3CCCC3)c(O)c12	0.32
CCCn1c(CN(Cc2ccccc2)Cc2ccccc2)nc2c1c(=O)n(C)c(=O)n2C	-4.4*
CCOC(=O)c1c(C)oc2c(CN3CCN(C)CC3)c(Br)c(OC)c(O)c12	-0.42
